M1 ag – activates human CHRM1 receptor | P11229 | CHO-K1 hM1, Fluo-8 calcium fluorescence, agonist mode; 0% DMSO, 100% acetylcholine EC100 | activation, % at 3 µM | 360,000 compounds, 0.33% hits;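 active means activation above the run's mean compound activation plus 3 SD, cut at about 16% in these data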;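 further: peak over basal fluorescence ratio within a 140 s kinetic read after compound addition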
Target sequence (P11229 whole entry, looked up): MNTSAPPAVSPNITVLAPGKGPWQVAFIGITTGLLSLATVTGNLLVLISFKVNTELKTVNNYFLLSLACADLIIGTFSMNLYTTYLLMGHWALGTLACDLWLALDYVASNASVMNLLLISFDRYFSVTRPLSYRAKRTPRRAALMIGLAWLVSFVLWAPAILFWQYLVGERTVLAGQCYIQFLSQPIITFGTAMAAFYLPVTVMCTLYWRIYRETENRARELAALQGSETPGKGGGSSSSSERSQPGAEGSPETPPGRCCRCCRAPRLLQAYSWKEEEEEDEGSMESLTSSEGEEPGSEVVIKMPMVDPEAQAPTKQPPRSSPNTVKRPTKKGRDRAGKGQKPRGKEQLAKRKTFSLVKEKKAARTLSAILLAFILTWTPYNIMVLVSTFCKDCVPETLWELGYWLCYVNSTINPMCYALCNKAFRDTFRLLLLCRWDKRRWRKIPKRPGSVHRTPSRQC
CHO-K1 Ca antag – counter-screen for M1 antagonists: effect in parental CHO-K1 cells; ATP-induced calcium, Fluo-8 fluorescence; AID 602250; inhibition, % at 3 µM; 360,000 compounds, 0.6% hits;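 active means inhibition above a per-plate cutoff, the plate's mean sample inhibition plus 3 SD, cut at about 24% in these data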;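 further: 0% = DMSO plus EC80 ATP and 100% = DMSO alone without ATP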
CHO parental Ca – counter-screen for OX1R antagonists: effect in parental CHO cells. 330,000 compounds, 0.63% hits. parental CHO-K1, ATP-induced calcium, Fluo-8 fluorescence. inhibition, % at 5.6 µM;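 active means inhibition above that plate's mean sample inhibition plus 3 SD, cut at about 26% in these data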;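 further: 0% = ATP-challenged DMSO wells and 100% = DMSO wells without ATP; some compounds past the cut are filed as inactive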
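Assay system: parental CHO cells; Read-out basis: percent inhibition of ATP-evoked calcium rise, normalized to controls; Benchmarks: ATP and no-ATP DMSO wells; Compound dosing: single nominal dose of 5.6 µM per compound; Signal: Fluo-8 calcium dye fluorescence; Also added: ATP as calcium-mobilizing challenge; Repeats: singlicate.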
M1 antag – antagonists of human M1 muscarinic receptor | P11229 | CHO-K1 hM1, Fluo-8 calcium fluorescence, ACh EC80 antagonist | inhibition, % at 3 µM | 360,000 compounds, 1.3% hits;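 active means percent inhibition above its own plate's cutoff, namely the mean of that plate's compound wells plus 3 SD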;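 further: peak over basal fluorescence ratio during 140 s after agonist addition; 0% = ACh EC80 plus DMSO and 100% = DMSO alone without agonist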
CHO-K1 Ca PAM – nonselective activator or artifact in parental CHO-K1 calcium assay | ATP EC20, Fluo-8 calcium fluorescence; 0% at ATP EC20, 100% at ATP max | activation, % at 3 µM | 360,000 compounds, 0.02% hits;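 active means activation above the run cutoff, the mean activation of all test compounds plus 3 SD, cut at about 40% in these data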;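 further: peak over basal fluorescence ratio in a 140 s read after ATP addition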
TAAR1 agonist – agonists of human TAAR1 | AID 624467 | Q96RJ0 | CHO RD-HGA16 TAAR1, Fluo-8 calcium fluorescence; vehicle wells 0%, saturating PEA agonist 100% | activation, % at 3 µM | 360,000 compounds, 0.99% hits;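 active means activation above the mean activation of all test compounds in the run plus 3 SD, cut at about 38% in these data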
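Assay system: CHO-derived RD-HGA16 cells with stable Gα16 and human TAAR1; timing: 17-24 h seeding, 75 min 37 °C dye, 30 min RT; read-out: % activation from peak over basal fluorescence ratio, DMSO-to-PEA scaled; measured by: kinetic Fluo-8 calcium fluorescence; benchmarks: low control DMSO, high control PEA (EC100); doses: 3 µM single concentration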
OXTR potentiate – potentiates the human oxytocin receptor response; P30559; CHO-OTR cells, Fluo-8 calcium fluorescence, potentiator mode; 0% = oxytocin EC15, 100% = EC100; activation, % at 3 µM; 320,000 compounds, 0.061% hits;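 active means activation above that plate's cutoff, the mean activation of tested compounds plus 3 SD, cut at about 6.6% in these data, passing the limit was not always enough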;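 further: 100% uses oxytocin at 75 nM as the full agonist control; some results filed as inactive read as strong as hits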
Target sequence (P30559 whole entry, looked up): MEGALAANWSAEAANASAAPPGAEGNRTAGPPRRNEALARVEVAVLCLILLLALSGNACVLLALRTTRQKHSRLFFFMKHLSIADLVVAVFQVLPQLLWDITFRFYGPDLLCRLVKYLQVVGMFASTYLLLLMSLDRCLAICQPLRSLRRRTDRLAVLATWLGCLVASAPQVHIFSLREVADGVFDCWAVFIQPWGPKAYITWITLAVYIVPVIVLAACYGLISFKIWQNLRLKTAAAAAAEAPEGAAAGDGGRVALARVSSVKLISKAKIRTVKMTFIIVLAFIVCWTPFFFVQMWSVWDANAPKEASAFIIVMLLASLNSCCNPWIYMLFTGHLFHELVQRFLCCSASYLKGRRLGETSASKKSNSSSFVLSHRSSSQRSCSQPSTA
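Dosing: Single dose, 3.0 µM nominal final compound concentration | Material: Human OTR in CHO cells | Technique: Kinetic Fluo-8 calcium fluorescence | Benchmarks: EC15 oxytocin alone as 0%, 75 nM oxytocin as 100% | Probe or stimulus: Oxytocin at about EC15, sub-maximal agonist stimulus | Incubation: Compound 6 min at room temperature before oxytocin, 100 s read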
M1 ag parental – counter-screen for M1 agonists: effect in parental CHO-K1 cells | Fluo-8 calcium fluorescence; scaled to maximal ATP response, vehicle zero | activation, % at 3 µM | 360,000 compounds, 0.48% hits; in the data active means activation above about 15%;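 further: untransfected CHO-K1 host cells lacking M1 receptor as counterscreen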
TAAR1 antagonist – human TAAR1 antagonism | Q96RJ0 | CHO RD-HGA16 TAAR1, Fluo-8 calcium fluorescence, antagonist | inhibition, % at 3 µM | 360,000 compounds, 1.5% hits | AID 624466;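 active means inhibition above a per-plate cutoff, the mean inhibition of test compounds on that plate plus 3 SD, cut at about 49% in these data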;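 further: 0% = DMSO plus EC80 beta-PEA response and 100% = DMSO alone without agonist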
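System: RD-HGA16 CHO cells with stable hTAAR1 and Gα16 | Probe or stimulus: EC80 β-phenethylamine stimulus | Dosing: 3 µM, single point | Times: Dye loading 75 min at 37 °C, then 30 min room temperature | Measured by: Fluo-8 calcium-sensitive fluorescence | Read-out basis: % inhibition of agonist calcium response | Replicates: n of 1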
Active calls of the source: *; . = not tested or not shown; & = joins results of further samples.

SMILES	M1 ag	CHO-K1 Ca antag	CHO parental Ca	M1 antag	CHO-K1 Ca PAM	TAAR1 agonist	OXTR potentiate	M1 ag parental	TAAR1 antagonist
CCOC(=O)N1CCN(C(=O)COc2ccc(S(=O)(=O)NCC(C)C)cc2C)CC1	-4	2	-12	7	-14	0	-3	0.5	-3
COc1ccccc1[C@@H]1C(c2ccc(F)cc2)=NN(c2ccccc2)[C@H]1C(=O)N1CCOC1=O	-7	2	-24	12	-2	6	0	-0.7	-17
COc1ccc2nc(Nc3ccccc3OC)sc2c1	-6	-14	-12	-13	17	-3	1	-0.5	6
CC(C)(C)c1ccc(-c2c(C(=O)O)c(C(=O)O)c3n2CSC3)cc1	-3	-9	-7	-6	6	11	-12	-0.2	-20
Cc1ccccc1C(=O)Nc1nc2n(n1)C(c1ccccc1)CC(=O)N2 (stereo not drawn)	-2	6	-7	4	6	5	-2	0.0	14
COC(=O)C1CC(O)CN1C(=O)NC1CCCCC1 (stereo not drawn)	.	.	-9	.	.	5	-13	.	-2
C#CCN(C[C@H]1[C@H](OC(=O)NCc2ccco2)[C@H](OC(=O)NCc2ccco2)C[C@@H](C(=O)OC)[C@H]1C(=O)OC)S(=O)(=O)c1ccc(C)cc1	-4	0	.	-2	-9	6	.	4.1	24
COc1ccc(NC(=O)CN(C)CC(=O)NC2CCC(C)CC2)cc1 (stereo not drawn)	0	-24	-14	-18	10	-1	-1	-0.3	5
O=C(O)c1ccc(S(=O)(=O)NCC2CCCCC2)cc1	-4	7	.	0	6	0	.	-0.1	-2
CN(c1ccc(O)cc1)c1nc(-c2ccccc2)cs1	-7	-3	9	-7	23	0	-7	1.8	-6
CCOC(=O)CCCCCC(=O)Nc1ccc2c(c1)C(=O)N([C@@H](C)CO)C[C@H](C)[C@H](CN(C)C(=O)Nc1ccc(F)cc1)OCCCC[C@H](C)O2	-11	-7	.	-1	4	-1	.	-0.5	-5
COc1ccc(CC(=O)Oc2ccc(C)cc2Br)cc1S(=O)(=O)N1CCOCC1	1	-4	5	-13	-9	0	-17	0.7	4
CCOC(=O)Cn1c(=O)c2c(nc(N3CCCCC3)n2Cc2ccccc2)n(C)c1=O	-6	-7	-14	0	13	9	2	0.5	-6
CCOCCCNC(=O)CN1C(=O)CSc2ccccc21	2	-5	1	-18	18	1	0	0.1	-3
CC(=O)Cn1cnc2c(cnn2-c2ccccc2)c1=O	-2	-5	9	-1	-6	6	-8	0.0	-6
CCCC1=[N+](CC(=O)c2ccccc2)CCn2cccc21	-7	-5	-6	1	19	2	4	1.1	0
Cc1ccc(NCCC(=O)c2ccc(Br)cc2)cc1	-4	1	-6	6	-8	4	-1	0.2	14
Cc1ccc(S(=O)(=O)NCCC(=O)N2CCCCCC2)cc1	-3	-2	-8	-3	2	2	-3	0.6	9
O=C(O)c1cccc(N2C(=O)c3cccnc3C2=O)c1	-6	-10	-14	-11	22	8	3	0.1	-10
COC(=O)c1cc(N=CC2=C(O)CC(C)(C)CC2=O)cc(C(=O)OC)c1	-5	5	-6	-2	12	-1	-7	0.3	11
Cc1ccccc1C(=O)N/N=C1/SCC(=O)N1Cc1ccc2c(c1)OCO2	-3	-10	-15	-12	16	7	-7	1.1	6
COc1cc(C2C(C(C)=O)=C(O)C(=O)N2CCN2CCOCC2)ccc1O (stereo not drawn)	-2	0	-13	-1	3	-2	-10	0.2	-14
Cc1ccccc1C(=O)N1CCC(C(N)=O)CC1	-5	-4	1	-10	3	0	2	-0.1	-18
Cc1ccc2cc(C(c3nnnn3C3CCCC3)N(Cc3ccccc3)Cc3ccco3)c(=O)[nH]c2c1 (stereo not drawn)	-4	-14	-18	-3	11	3	-4	1.0	0
COc1ncnc2c1ncn2CCCNCCCN1CCCC1=O	-6	3	.	-6	3	1	.	-0.1	-6
COc1cccc(NC(=O)C2CCN(S(=O)(=O)c3ccc4c(c3)OCCO4)CC2)c1	-4	10	0	-8	5	11	-1	0.8	6
CCc1nnc(NC(=O)c2cccc(S(=O)(=O)N3CCc4ccccc43)c2)s1	-2	-8	0	-3	19	12	-13	0.2	-15
CCOC(=O)NNC(=O)NCCCCCCNC(=O)NNC(=O)OCC	-1	-11	-3	-11	-2	4	-9	0.1	-17
COc1ccc2ncc(OC(C)=O)cc2c1	-3	10	2	-6	-10	0	-4	-0.3	-3
Cc1ccc(C(=O)c2ccccc2C(=O)OCC(=O)NC(C)(C)C)cc1	-5	3	-14	1	6	8	-8	0.4	-32
CCN1CCN(S(=O)(=O)c2ccc(Br)s2)CC1	-9	5	-8	19	3	8	-2	2.0	-5
O=C(COC(=O)c1c[nH]c2ccccc12)NC1CCCCC1	-4	-19	-7	0	6	0	-3	0.7	-12
CCOc1ccc(NC(=O)C(Cc2ccccc2)N2C(=O)c3cccc4cccc(c34)C2=O)cc1 (stereo not drawn)	-5	-3	-7	-5	12	9	-15	0.2	-1
Cc1ccc(NC(=O)C2CCCN(c3ncccn3)C2)cc1F (stereo not drawn)	-7	-14	-3	-3	2	2	-9	1.2	7
S=C(NC1CCCCC1)N1CCN(C/C=C/c2ccccc2)CC1	-8	5	-2	3	0	1	-5	5.5	-18
CCOC(=O)C1CCN(C(=O)CN2C(=O)c3cccnc3Oc3ccccc32)CC1	0	-9	-3	-11	-9	5	-6	0.3	11

Next part, overlapping the part above by 2 compounds.
SMILES	M1 ag	CHO-K1 Ca antag	CHO parental Ca	M1 antag	CHO-K1 Ca PAM	TAAR1 agonist	OXTR potentiate	M1 ag parental	TAAR1 antagonist
S=C(NC1CCCCC1)N1CCN(C/C=C/c2ccccc2)CC1	-8	5	-2	3	0	1	-5	5.5	-18
CCOC(=O)C1CCN(C(=O)CN2C(=O)c3cccnc3Oc3ccccc32)CC1	0	-9	-3	-11	-9	5	-6	0.3	11
CCC(=O)Nc1ccc(C(=O)CSc2nnc(-c3ccc(NS(=O)(=O)CC)cc3)o2)cc1OC	-1	-8	-4	-14	17	0	0	1.1	-7
CCCCNC(=S)Nc1ccc(C(F)(F)F)cc1	1	20	71*	29	-12	3	-12	14	3
OCC[C@@H]1C[C@@H](O)[C@H](O)[C@@]2(CCc3ccccc3O2)O1	-3	-18	-18	-3	4	2	-9	0.2	-16
Cc1nc2ccc(NC(=O)c3cc(S(=O)(=O)N(C)c4ccccc4)ccc3Cl)cc2s1	2	22	39	21	3	6	-11	15	29
CNc1nc(SCc2ccc(C)cc2)nc2c1CCCC2	-4	-1	-27	7	13	10	-16	1.0	29
CCOC(=O)c1c(NC(=O)CC)sc(C(=O)N2CCCCC2)c1C	1	-13	-12	-17	15	4	-6	-0.3	-8
COc1ccccc1NC(=O)C(C)OC(=O)Cn1cnc2c1c(=O)n(C)c(=O)n2C (stereo not drawn)	-3	-2	-10	16	5	1	-8	2.0	-19
CCOC(=O)c1ccc(NC(=O)COc2ccc(S(=O)(=O)NC(C)CC)cc2)cc1 (stereo not drawn)	-1	0	6	11	16	15	-9	5.7	25
CCCCC1=NN(C(=O)c2cccnc2)C(O)(C(F)(F)F)C1 (stereo not drawn)	0	-9	-15	-2	20	7	-12	0.3	-6
CCOc1ccc(/C=C/C(=O)OCC(=O)NCCc2ccc(OCC)c(OCC)c2)cc1OC	-7	-2	-26	-3	-11	-2	3	-0.1	-2
CCN(CC)S(=O)(=O)c1ccc2[nH]cc(C(=O)NCCc3ccc(OC)c(OC)c3)c(=O)c2c1	-1	-10	-23	6	17	13	-12	0.1	24
Cc1c(NC(=O)CN2C(=O)c3ccccc3C2=O)c(=O)n(-c2ccccc2)n1C	-3	-10	-16	-19	20	-2	0	0.8	-1
CCOc1[nH]n(-c2ccccc2)c(=O)c1C=Nc1ccc(C)cc1	-5	-3	-10	0	13	6	-3	0.0	-11
Cc1cc(NC(=O)c2cc3cc([N+](=O)[O-])ccc3s2)no1	-1	-5	.	-17	7	2	.	0.1	-12
CCN1CCN(c2ncnc3c2nnn3Cc2ccccc2)CC1	-7	1	-5	-3	-3	3	-3	0.6	-3
Cc1ccc(-c2cc(C(=O)Nc3ccc(S(=O)(=O)Nc4nccs4)cc3)c3ccccc3n2)c(C)c1	-5	-11	5	-6	25	3	-3	0.9	-3
O=S(=O)(c1ccc2c(c1)OCCO2)N1CCN(S(=O)(=O)c2ccccn2)CC1	-9	-7	-2	5	12	10	-6	0.1	-9
O=C(Cc1cc(=O)[nH][nH]1)N/N=C/c1cccc(Cl)c1Cl	-7&-8	-2&0	-3&-1	-3&-9	3&7	9&3	-14&-7	0.1&-0.4	-15&5
CCOC(=O)C(C)c1nn(C)c(=O)c2ccccc12 (stereo not drawn)	-3	6	8	21	3	6	-18	4.3	3
O=C(c1[nH]c(C(F)(F)F)nc1-c1ccccc1)N1CCN(C/C=C/c2ccccc2)CC1	0	-17	.	-6	15	0	.	0.7	9
COc1ccc(-c2cc(C)no2)cc1S(=O)(=O)N1CC(=O)Nc2ccccc21	-1	2	10	-13	23	7	-10	1.8	-21
CC(C)CNc1nc(Oc2ccc(=O)n(-c3ccccc3)n2)nc(N2CCOCC2)n1	-1	-9	-10	-26	21	0	-3	0.8	0
C=CCn1c(O)c(N=Nc2nc3ccccc3c(=O)n2-c2ccccc2)c2ccccc21	-5	-7	3	-12	23	1	-6	0.6	-3
C=CC(=O)Nc1ccc(N(C)c2ccnc(Nc3ccc(N4CCN(C)CC4)cc3)n2)cc1	-11	-6	-15	56*	17	7	2	-0.1	4
CCNc1nc(Oc2ccc(F)cc2)cc(C(F)(F)F)n1	-11	-3	-17	0	17	11	-17	1.0	13
O=[N+]([O-])c1cc(C(F)(F)F)cc([N+](=O)[O-])c1NCCCNc1ccc([N+](=O)[O-])c2cccnc12	-6	-8	-10	5	9	-1	-1	0.2	-5
CCOC(=O)c1c(/N=C/c2ccc(C)cc2O)sc2c1CCC2	-4	9	3	1	-5	3	-4	0.0	-5
CCOc1ccc(NS(=O)(=O)c2ccc3c(c2)CCN3C(=O)CCC(=O)O)cc1	2	-5	-3	5	11	2	3	0.9	-18
Cc1ccc(S(=O)(=O)N(CC(=O)NCc2ccco2)c2ccccc2C)cc1	-12	-1	-23	-6	9	-4	-14	0.0	6
CC(C)C(=O)NC(CC(=O)O)c1ccccc1 (stereo not drawn)	-3	-2	-4	-5	12	1	-6	-0.1	-34

The order is random. About 4.2% of those tested had a hit in this group.
